tim23-1 inh: growth inhibitors of tim23-1 mutant yeast, primary screen, luminescence, uHTS | actives 1.3% (n = 330,000) | inhibition, % at 20 µM | AID 463212, 2010 | S. cerevisiae tim23-1 growth, BacTiter-Glo luminescence, 24 h;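 active = growth inhibition of the mutant yeast at or above 50%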;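 also: temperature-sensitive mutant grown at 25 °C; plate controls were DMSO-treated mutant yeast for no effect and medium wells lacking yeast for full effect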
CHOP UPR activ: activators of apoptotic CHOP UPR arm, primary screen, cell-based, CHO-CHOP luciferase reporter, luminescence, uHTS | UPR activation; percent of tunicamycin response over DMSO baseline | AID 449763, 2010 | activation, % at 10 µM | actives 0.34% (n = 330,000);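 active = at 10 µM dose, activation of 40% or more, normalized to positive control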;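 also: 100% = tunicamycin at 10 µg/mL and 0% = DMSO alone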
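measured by = luciferase luminescence | assay system = CHO-CHOP cells, stable luciferase reporter of PERK-eIF2a-CHOP signalling | amount = 500 reporter cells seeded per well | timing = 6 h compound exposure at 37 °C after overnight seeding | controls = positive tunicamycin 10 µg/mL, negative DMSO alone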
Jurkat NFkB inh: inhibitors of induced NF-kB luciferase reporter, primary screen, TCR NF-kB activation inhibitor project, cell-based, luminescence, uHTS. Jurkat, PMA/ionomycin-induced NF-kB luciferase reporter. AID 435003, 2010. inhibition, % at 4 µM. actives 0.53% (n = 330,000); in the data active = inhibition above about 50%
697 NFkB inh: inhibitors of PMA/ionomycin-induced NF-kB reporter, 697 cells, primary screen, B-cell NF-kB inhibitor project, cell-based, luminescence, uHTS | inhibition, % at 4 µM | AID 435022, 2010 | actives 0.33% (n = 330,000) | 697 B-cell NF-kB luciferase reporter, 16 h; in the data active = inhibition above about 35%
TIM10 inh: growth inhibitors of isogenic TIM10 control yeast, primary screen, counter-screen for tim10-1 yeast inhibitor project, luminescence, uHTS; S. cerevisiae TIM10 strain growth, BacTiter-Glo luminescence, 24 h; inhibition, % at 10 µM; actives 1.4% (n = 330,000);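 active = inhibition of 40% or more at the single tested concentration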;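 also: wild-type TIM10 isogenic control strain grown at permissive 25 °C; 0% = DMSO yeast wells and 100% = minimal medium wells without yeast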
tim10-1 inh: growth inhibitors of tim10-1 mutant yeast, primary screen, luminescence, uHTS | AID 463190, 2010 | S. cerevisiae tim10-1 ts strain growth, BacTiter-Glo, 24 h | actives 2.2% (n = 330,000) | inhibition, % at 20 µM;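 active = inhibition of at least 40%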;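 also: mutant grown at 25 °C; 0% = DMSO wells with yeast and 100% = wells holding no yeast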
UPR XBP1 act: activators of adaptive XBP1 UPR arm, primary screen, cell-based, CHO-XBP1 luciferase reporter, luminescence, uHTS; IRE1-XBP1 UPR activation; percent of tunicamycin response, DMSO as zero; actives 0.33% (n = 330,000); AID 463104, 2010; activation, % at 20 µM;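 active = versus positive control, 20 µM dose yields 30% or more activation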;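 also: 100% = tunicamycin at 10 µg/mL and 0% = DMSO only wells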
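Material: CHO-XBP1 cells stably carrying IRE1-XBP1-driven luciferase reporter / Amount: 1000 cells per well / Compound: 20 µM, 1% DMSO / Times: 6 h treatment, 37 °C / Detection: luciferase luminescence / Measure: % activation of reporter signal versus tunicamycin and DMSO controls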
Mdm2 MdmX PPI: inhibitors of human Mdm2-MdmX association, primary screen, cell-based, luminescence, split luciferase, SaOS-2, uHTS | AID 485346, 2010 | inhibition, % at 8 µM | Protein Mdm4 (Homo sapiens) + E3 ubiquitin-protein ligase Mdm2 (Homo sapiens), … | actives 3% (n = 330,000) | SaOS-2 split-luciferase Mdm2/MdmX complementation;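 active = inhibition of at least 50% at 8 µM in the primary screen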
Target sequence (O15151 whole entry, looked up): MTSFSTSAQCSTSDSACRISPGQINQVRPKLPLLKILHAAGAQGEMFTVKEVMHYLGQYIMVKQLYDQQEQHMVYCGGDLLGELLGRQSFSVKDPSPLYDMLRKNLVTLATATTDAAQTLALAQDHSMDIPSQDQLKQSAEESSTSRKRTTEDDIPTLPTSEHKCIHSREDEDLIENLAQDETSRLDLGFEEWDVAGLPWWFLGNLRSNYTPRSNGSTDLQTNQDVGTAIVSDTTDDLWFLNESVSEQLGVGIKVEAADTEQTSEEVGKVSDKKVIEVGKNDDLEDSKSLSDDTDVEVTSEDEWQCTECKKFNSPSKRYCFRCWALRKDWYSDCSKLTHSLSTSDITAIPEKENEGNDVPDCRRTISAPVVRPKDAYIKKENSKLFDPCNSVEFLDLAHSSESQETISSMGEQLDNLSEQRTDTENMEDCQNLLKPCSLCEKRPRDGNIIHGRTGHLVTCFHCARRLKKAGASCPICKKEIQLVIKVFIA
Target sequence (Q00987 whole entry, looked up): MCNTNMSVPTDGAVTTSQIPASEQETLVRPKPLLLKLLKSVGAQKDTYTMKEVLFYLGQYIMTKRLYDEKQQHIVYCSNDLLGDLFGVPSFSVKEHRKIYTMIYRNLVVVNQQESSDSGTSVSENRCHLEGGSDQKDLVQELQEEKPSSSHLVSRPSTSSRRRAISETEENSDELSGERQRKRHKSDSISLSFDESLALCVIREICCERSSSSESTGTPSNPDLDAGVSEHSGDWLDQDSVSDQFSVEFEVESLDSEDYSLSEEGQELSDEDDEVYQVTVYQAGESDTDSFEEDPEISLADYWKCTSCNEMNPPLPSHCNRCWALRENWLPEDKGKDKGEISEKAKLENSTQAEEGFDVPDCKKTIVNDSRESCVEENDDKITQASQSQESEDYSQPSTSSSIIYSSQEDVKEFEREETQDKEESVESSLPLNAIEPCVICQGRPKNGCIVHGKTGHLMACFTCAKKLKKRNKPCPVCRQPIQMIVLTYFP
Numbers without * were called inactive.

SMILES	tim23-1 inh	CHOP UPR activ	Jurkat NFkB inh	697 NFkB inh	TIM10 inh	tim10-1 inh	UPR XBP1 act	Mdm2 MdmX PPI
O=C(COc1ncnc2ccccc12)NC1CCS(=O)(=O)C1 (centres undefined)	17.1	2.4	-5.7	-3.3	5.5	8.6	2.1	9.0
CCOc1ccc(NC(=O)Cc2cccc3ccccc23)c([N+](=O)[O-])c1	-3.9	-0.4	9.1	12.7	-0.2	10.4	0.4	8.6
Cc1sc(N)nc1-c1c(C)n(C)c2ccccc12	5.0	-0.2	-8.0	6.6	6.0	67.8*	-7.9	8.1
O=C(C1Cc2ccccc2CN1C(=O)c1ccco1)N1CCN(c2ccccc2)CC1 (centres undefined)	16.2	-1.7	-1.8	5.5	5.0	-4.8	-2.8	-15.2
CC(/C=C1\SC(=S)N(CCC(=O)Nc2ccccc2O)C1=O)=C\c1ccccc1	18.2	3.3	16.3	-5.6	10.1	20.1	-2.1	28.4
COc1cc(Cl)c(C)cc1NC(=O)CSc1ccc(NC(C)=O)cc1	29.0	0.5	-1.5	-34.4	9.2	41.8*	-1.9	5.8
Cc1ccc(NC(=O)CSc2nncc3ccccc23)cc1	8.2	-0.4	10.5	13.2	-14.7	14.1	0.9	14.6
Cc1ccc(NC(=O)C2CCN(S(=O)(=O)c3ccc4c(c3)CCCC(=O)N4)CC2)c(Br)c1	-9.3	0.4	1.8	4.9	-3.7	-9.7	-7.1	5.7
Cc1cccc(C)c1NCc1nnc(SCC(=O)Nc2nc(-c3ccccc3)cs2)n1-c1ccccc1	-9.6	-3.7	3.8	-14.7	-26.3	-0.2	-2.0	14.0
COc1ccc(Cl)cc1NC(=O)COC(=O)C(CC(C)C)N1C(=O)C2CC=CCC2C1=O (centres undefined)	28.5	-1.5	-9.6	-0.1	21.8	22.4	0.9	22.6
CCOC(=O)C1CCN(C(=O)CN(c2cc(OC)ccc2OC)S(=O)(=O)c2ccccc2)CC1	23.4	-2.1	9.2	-2.8	1.5	19.6	-0.6	8.2
Cc1ccc(-c2nc(NC(=O)CSc3ncn[nH]3)ns2)cc1	8.2	2.5	-6.8	-7.3	-20.6	-1.6	-0.7	-23.2
CCN(CC(=O)NCc1ccc(F)cc1)Cc1cc(=O)n2ccsc2n1	13.1	-1.4	-2.2	13.2	14.0	4.2	-1.4	0.6
CCCc1ccc2oc(C(=O)N(C)Cc3nccs3)c(C)c2c1	25.5	2.5	-38.4	-129.2	-14.9	24.7	2.6	-65.4
Cc1cccc(C(=O)N2CCCC(N3CCN(c4ccc(F)cc4)CC3)C2)n1 (centres undefined)	6.3	-1.4	9.0	-2.9	9.7	-13.0	-2.7	-3.9
CC(C)(C)c1csc(Sc2ccc([N+](=O)[O-])cn2)n1	42.1	3.3	81.4*	3.8	17.1	30.2	2.1	30.0
COc1ccc(C(NC(=O)c2cc(OC)ccc2OC)c2ccccc2)cc1 (centres undefined)	23.9	-0.5	1.8	3.4	-6.9	5.4	-4.5	17.6
COc1ccc(-n2nnnc2SCC(=O)Nc2nc3c(s2)CCCC3)cc1	6.3	-1.9	7.7	-8.1	5.2	1.0	0.9	-0.3
CCS(=O)(=O)N1CCCC(c2nc(-c3cccc(OC)c3)no2)C1 (centres undefined)	21.7	7.3	-43.9	-26.5	13.9	23.5	1.2	12.8
Nc1cc(-c2cccc([N+](=O)[O-])c2)[nH]n1	1.9	-0.6	0.3	-3.4	2.6	6.4	0.2	-5.8
O=C(COc1ccccc1)Nc1cccc2nsnc12	-4.3	-0.2	-10.4	21.9	-1.6	29.0	0.2	14.6
O=C(NCC1CCCO1)c1cc(-c2ccco2)nc2ccccc12 (centres undefined)	10.7	-1.1	-10.7	2.8	19.6	23.1	-1.9	-2.7
COCCNC(=O)C(c1ccc(Cl)cc1)N(CCOC)C(=O)CCC(=O)Nc1ccccn1 (centres undefined)	2.2	0.1	0.3	9.1	8.4	-1.4	0.9	12.9
O=C(CCc1ccccc1Cl)Nc1cccc(S(=O)(=O)N2CCCC2)c1	36.7	1.3	8.3	-1.7	22.8	27.7	-4.0	-1.2
CCN(CC)NC(=S)Nc1ccccc1	14.5	-0.3	4.2	-0.1	-2.7	11.7	-0.7	13.1
O=C(NCc1cc(C(F)(F)F)ccc1Cl)c1cccc2c1C(=O)c1ccc(N3CCCCC3)cc1S2(=O)=O	14.3	3.5	6.3	15.2	6.2	5.7	-0.6	26.0
O=C(Nc1cccc(NC(=O)c2ccccc2Cl)c1)c1cccs1	30.9	1.9	-0.9	17.3	5.0	21.5	-2.7	12.8
Nc1cc(N)nc(SCc2cc(=O)oc3cc4c(cc23)CCC4)n1	20.9	-0.5	-1.6	9.5	7.6	17.4	3.2	5.8
Cc1nc(C)n(CCNS(=O)(=O)c2ccccc2)n1	-6.5	0.6	16.2	20.5	7.8	2.2	0.8	-10.7
Cc1c(Cl)cccc1NC(=O)Nc1cccnc1	11.9	1.8	2.6	11.3	0.8	1.8	-6.1	1.1
CN(C)CC(C)(C)CNS(=O)(=O)c1ccc(Cl)s1	-6.6	-0.5	12.3	-7.5	-8.2	1.3	-2.3	18.5
O=C(O)c1ccc(Nc2ncnc3ccccc23)cc1	5.8	-1.0	-12.4	2.5	-27.5	4.6	-0.2	3.0
Cc1ccc(N(CC(=O)NC2CCCCC2)C(=O)CCCC(=O)Nc2ccccn2)cc1	13.9	-1.7	-0.6	-1.4	6.9	10.8	2.4	3.6
COc1ccc(C(CC(=O)O)NC(=O)COc2cc(C)ccc2C)cc1OC (centres undefined)	9.0	-1.3	-11.0	-2.8	2.2	28.3	0.2	-19.1
Cc1ccc(NC(=O)CSc2nnc(NC(=O)C(C)C)s2)c(C)c1	4.6	5.2	-2.8	-4.6	7.0	-1.3	-0.4	22.7
O=C1ON=C(c2ccccc2[N+](=O)[O-])/C1=C/c1cccc([N+](=O)[O-])c1O	2.4	0.5	-0.7	17.9	-0.3	1.0	-2.1	25.8
COc1cccc(/C=N/NC(=O)CCc2ccccc2)c1	20.2	4.8	0.7	1.8	7.9	-18.4	2.6	15.1
COc1ccccc1Nc1nccc(N(C)C)c1C#N	-19.2	-1.0	-4.7	-7.2	-1.5	-20.1	-4.7	-4.8
O=C(NCC#CCSc1nnc(-c2cccc3ccccc23)o1)c1cccs1	19.5	7.0	51.4*	-24.0	3.0	24.7	6.5	81.5*
O=C(c1ccc2c3c(cccc13)CC2)C1CCCN(Cc2ccncc2)C1 (centres undefined)	7.2	-1.0	23.6	-6.0	-13.6	-22.6	-2.3	24.8
C=CCNC(=O)N1CCC(n2nccc2NC(=O)CCc2ccccc2)CC1	-7.4	0.7	1.4	4.7	-3.1	-11.2	-0.1	8.9
Nc1cc(=O)[nH]c(=O)n1-c1cccc(F)c1	4.5	2.0	-13.7	-8.9	-2.2	8.5	1.9	-1.5
COc1ccc(CCNC(=O)CC(NC(=O)c2ccccc2Cl)c2ccccc2)cc1 (centres undefined)	-1.4	2.2	13.7	17.3	10.7	13.1	-1.4	-5.0
CCN(C(=O)c1cc(S(=O)(=O)N2CCCC2)ccc1C)C1CCS(=O)(=O)C1 (centres undefined)	15.5	-0.6	-5.9	6.1	2.2	7.3	0.9	-33.3
COc1ccc(NC(=O)NNC(=O)COc2ccc(Cl)cc2C)cc1OC	12.7	0.3	12.0	6.1	6.0	2.2	-3.3	14.4
CSc1ccc(S(=O)(=O)N2c3ccccc3CC2C)cc1 (centres undefined)	22.0	3.3	54.9*	-4.3	-5.3	16.4	-1.0	53.2*
Cc1cc(N2CCN(CC(O)C(F)(F)F)CC2)c2ccccc2n1 (centres undefined)	-13.5	0.6	-14.3	-11.1	-12.7	1.8	-7.1	8.9
COC(=O)c1ccc(N(CC(=O)NC2CCCC2)C(=O)c2ccc(C)s2)cc1	11.5	0.9	11.1	11.1	14.0	30.6	-2.4	-13.0
C/C(=N\NC(=O)COc1ccccc1F)c1cc2ccccc2o1	20.3	7.6	-34.6	-25.5	6.8	17.7	-1.2	-36.3
Cc1cc(C)cc(NS(=O)(=O)c2ccc(NC(=S)NC(=O)c3ccc(Br)o3)cc2)c1	31.2	-1.5	2.7	-50.2	23.7	24.6	1.0	35.9
O=C(COC(=O)c1cncc(Br)c1)NC1CCCCCC1	14.0	-1.3	-2.2	19.6	-2.5	6.5	-3.4	9.5
O=C(COc1ccc(Br)cc1Cl)NC(=S)N1CCc2ccccc21	1.5	0.0	-17.0	-33.3	-7.0	24.2	3.3	-20.6
CCCC1CCC(c2ccc(C(N)=O)cc2)CC1 (centres undefined)	3.6	-1.1	9.4	7.3	1.2	12.9	5.3	21.8
COc1cc(C(=O)NCC(=O)N/N=C/c2cccs2)cc(OC)c1OC	12.1	-1.9	12.1	11.0	14.5	7.9	2.2	16.9
O=C1CC(NN2CCCCC2)C(=O)N1c1ccccc1 (centres undefined)	15.2	4.0	-28.5	2.2	-10.2	11.9	-1.1	-21.5
CCCCc1cc(=O)oc2cc(O)cc(O)c12	3.2	0.9	-16.4	-7.3	-6.9	7.2	0.5	13.9
CC(=O)Nc1cccc(OCC(=O)NC(C)C(C)C)c1 (centres undefined)	7.1	-1.7	-7.8	11.7	2.0	-4.4	-1.8	5.1
Cn1nc(C(F)(F)F)c2cc(NC(=O)OCc3ccc(C(C)(C)C)cc3)sc21	6.5	0.9	-4.8	-25.8	15.3	8.6	1.5	10.7
COc1ccc(Cn2cnc3c(N)c(C)c(C)cc32)cc1	20.1	3.4	-7.7	-7.4	17.6	7.9	0.2	5.7
O=C(c1ccco1)N1CCN(c2cc(=O)n(-c3ccc(Cl)cc3)c(=O)[nH]2)CC1	9.8	0.5	20.0	11.5	-5.1	12.2	-4.1	14.1

Bioassay records: PubChem, Sanford-Burnham Center for Chemical Genomics
